GPR35 arrestin U2OS = GPR35 antagonists blocking zaprinast-driven arrestin recruitment, primary screen, imaging, U2OS, beta-arrestin-GFP, zaprinast agonist (AID 2058) | G-protein coupled receptor 35 (Homo sapiens) | inhibition, % at 10 µM, or IC50 in µM where a hit was titrated | U2OS GPR35 beta-arrestin-GFP translocation imaging, zaprinast antagonism; higher % means a stronger effect | hit rate 0.052% among 290,000;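 active means inhibition of at least 50% with at least 30 cells and total cytoplasm GFP at most 10,000,000; inconclusive means under 30 cells or total GFP of 10,000,000 plus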
Large T inhibition = SV40 large T antigen inhibitors, biochemical (AID 1903); SV40 large T antigen ATPase/helicase inhibition assay; higher % means a stronger effect; one-dose inhibition, % at 20 µM; IC50 in µM for titrated hits; hit rate 0.39% among 310,000; in the data active means a potency from the dose series; inconclusive means inhibition mostly from about 32% at the one dose, without a potency; inactive means the rest, 99 in 100 with inhibition below about 32%; further: strong numbers were not always called active
LYP phosphatase = inhibitors of LYP phosphatase, biochemical, fluorescence intensity, uHTS (AID 1779); Tyrosine-protein phosphatase non-receptor type 22 (Homo sapiens); recombinant LYP phosphatase, fluorescence intensity; higher % means a stronger effect; inhibition, % at 11.5 µM; hits with a dose series show IC50 in µM; hit rate 0.054% among 290,000; in the data active means inhibition above about 50%;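 further: plate controls were vehicle with enzyme for no effect and no enzyme for full effect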
T cell HTS = modulators of CD8 T cell-vesicle binding, primary screen, mouse 2C CD8+ T cells, flow cytometry; calls only at 7 µM; 2C CD8+ T cell-vesicle binding; hits give low values; hit rate 0.068% among 330,000; AID 2052, 2009;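 active means response, share of CD8 T cells binding vesicles, and their 90th percentile fluorescence all below set limits, cut at about 80% in these data, passing the limit was not always enough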
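Benchmarks: naked versus QL9-loaded vesicles / Assay system: purified 2C TCR transgenic mouse naive CD8+ T cells / Technique: high-throughput flow cytometry with anti-B7-1 and anti-CD8 staining / Timing: Cell–vesicle co-incubation 1.5 h at 37 °C, staining 20 min on ice / Read-out: percent CD8+ FL2 mean versus row control / Probe or stimulus: QL9-loaded Drosophila micro-vesicles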
GPR55 beta-arrestin = GPR55 agonists via beta-arrestin recruitment, primary screen, imaging, U2OS cells, beta-arrestin-GFP redistribution (AID 1961). G-protein coupled receptor 55 (Homo sapiens). U2OS GPR55 beta-arrestin-GFP redistribution imaging; higher % means a stronger effect. activation, % at 10 µM, or EC50 in µM where a hit was titrated. hit rate 0.048% among 290,000;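 active means activation above 40% with more than 50 cells counted in the well; inconclusive means wells holding fewer than 50 cells, flagged as toxic or sparse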;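 further: U2OS osteosarcoma cells stably expressing GPR55 and beta-arrestin-GFP; plate controls were DMSO negative control for no effect and LPI positive control for full effect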
Lipid droplet = inhibitors of hepatocyte lipid droplet formation, primary screen, imaging, high-throughput imaging, BODIPY stain. AML12 mouse hepatocytes, oleate lipid droplets. hit rate 0.4% among 240,000. inhibition, % at 6.5 µM;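 active means lipid droplet intensity inhibited by at least 50%, with more than 500 cells counted; inconclusive means wells with under 300 cells, treated as cytotoxic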
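Material: mouse AML12 hepatocyte cell line, fixed after treatment; Timing: compound with oleate, overnight; Technique: high-content imaging of BODIPY-stained droplets and DAPI nuclei; Probe or stimulus: oleate, 100 µM final; Dosing: compound at 6.5 µM only.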
NTR1 ag = agonists of NTR1, primary screen, imaging, U2OS cells, beta-arrestin-GFP, high content (AID 493036) | NTR1-U2OS beta-arrestin-GFP spot imaging, agonist mode | activation, % at 20 µM | hit rate 0.17% among 330,000 | Neurotensin receptor type 1 (Homo sapiens), P30989;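 active means activation at or above 40% of the spot to cytoplasm intensity ratio, with at least 20 cells analyzed; inconclusive means wells under 20 cells, flagged as cytotoxic or low count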;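 further: 0% = DMSO without peptide and 100% = 100 nM NTR1 peptide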
Target sequence (P30989 whole entry, looked up): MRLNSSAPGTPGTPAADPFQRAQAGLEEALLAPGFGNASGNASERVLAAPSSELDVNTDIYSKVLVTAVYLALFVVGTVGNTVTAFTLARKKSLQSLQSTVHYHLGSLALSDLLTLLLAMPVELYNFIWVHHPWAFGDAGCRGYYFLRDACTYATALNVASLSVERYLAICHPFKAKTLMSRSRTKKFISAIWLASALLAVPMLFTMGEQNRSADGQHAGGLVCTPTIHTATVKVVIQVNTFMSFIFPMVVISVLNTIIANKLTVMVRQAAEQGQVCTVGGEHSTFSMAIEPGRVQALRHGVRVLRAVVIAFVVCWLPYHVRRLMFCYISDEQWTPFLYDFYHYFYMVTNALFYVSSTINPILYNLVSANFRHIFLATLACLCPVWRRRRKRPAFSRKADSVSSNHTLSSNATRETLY
MgcRacGAP inhibition = MgcRacGAP GTPase-activating activity inhibitors, confirmation, biochemical, ADP Hunter fluorescence; Rac GTPase-activating protein 1 (Homo sapiens); MgcRacGAP-stimulated Rac1 GTP hydrolysis, ADP Hunter fluorescence; higher % means a stronger effect; GST-tagged Rac1 F28L mutant substrate; inhibition, % at 30 µM, or IC50 in µM where a hit was titrated; hit rate 0.6% among 340,000; AID 624330, 2012;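 active means first-screen hits whose inhibition reached a set limit at any dose in the follow-up dose series; inconclusive means inhibition above the set first-screen limit but never retested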;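 further: fluorescence reports GDP produced by GAP-driven GTP hydrolysis; strong numbers were not always called active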
GPR55 LPI antagonism = GPR55 antagonists blocking LPI-driven arrestin recruitment, primary screen, imaging, U2OS, beta-arrestin-GFP, LPI agonist (AID 2013) | inhibition, % at 10 µM; hits with a dose series show IC50 in µM | U2OS GPR55 beta-arrestin-GFP translocation imaging, LPI antagonism; higher % means a stronger effect | G-protein coupled receptor 55 (Homo sapiens) | hit rate 0.13% among 290,000;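 active means spots per cell inhibited over 60%, with over 100 cells counted and total cytoplasm intensity under 500,000; inconclusive means wells with under 100 cells, flagged as likely toxic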;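 further: U2OS cells stably carrying GPR55 and arrestin-GFP stimulated by 5 µM LPI near EC80; imaged beta-arrestin-GFP aggregate spots per cell after agonist stimulation; plate controls were LPI-stimulated DMSO wells for no effect and DMSO wells without LPI for full effect; some results filed as inactive read as strong as hits; confirmed hits need IC50 under 10 µM and bright autofluorescent wells are also inconclusive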
Lipid droplet cells 6.5 µM = further read-out of Lipid droplet, marked with its call; cell count; measured here: cell count, cytotoxicity flag;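 cells counted across two imaged fields per well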
T cell HTS vesicle-bound % = recorded beside T cell HTS, whose call it bears; double positive events, %; measured here: CD8+ vesicle-bound cell fraction;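 binding gate set so that unloaded-vesicle control wells show 10% double positive cells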
NTR1 ag cell count 20 µM = second read-out of NTR1 ag, no call of its own (marks repeat the call); cell count; measured here: cell count, cytotoxicity flag
An asterisk follows results filed as active; i = inactive; ? = inconclusive; . = not tested or not shown. Not a hit list; any-hit rate near 1.8%.

SMILES | GPR35 arrestin U2OS | Large T inhibition | LYP phosphatase | T cell HTS | T cell HTS vesicle-bound % | GPR55 beta-arrestin | Lipid droplet | Lipid droplet cells 6.5 µM | NTR1 ag | NTR1 ag cell count 20 µM | MgcRacGAP inhibition | GPR55 LPI antagonism
O=C(N1CCCCC1)N1CCN(C(=O)N2CCCCC2)CC1 | -8% | 2% | -10% | i | 37 | -0.3% | -18 | 729 | 0.5 | 38 | 5% | -4%
COc1ccc(-c2cc(-c3nnc(COC(=O)c4ccncc4)o3)c3ccccc3n2)cc1OC | 6% | 5% | 5% | i | 60 | -0.3% | 21 | 657 | 2.6 | 55 | 7% | 6%
O=C(Nc1nc(N2C(=O)c3ccccc3C2=O)n(-c2ccccc2)n1)c1ccc(F)cc1 | 3% | -2% | -5% | i | 42 | -0.2% | . | . | -0.9 | 61 | 7% | 1%
COc1cc(NC(=O)c2ccc(CNc3c(N4CCCC4)c(=O)c3=O)cc2)cc(OC)c1OC | 12% | 13% | 0% | i | 8 | 0.6% | 11 | 741 | -1.0 | 40 | 4% | 0%
CC(C)C[C@@]12C(=O)N(c3ccc(Br)cc3)C(=O)N1[C@H](c1ccc(Br)cc1)[C@@H]1C(=O)N(C(C)(C)C)C(=O)[C@@H]12 | -12% | 11% | -2% | i | 24 | -0.1% | 0 | 817 | 2.4 | 80 | 8% | -7%
CC(=O)N1CCC(N(C(=O)Nc2ccc(F)cc2)C2CCCC2)CC1 | 6% | 8% | 1% | i | 41 | -0.1% | . | . | -3.2 | 28 | 20% | -6%
Cc1ccc(C)c(C(=O)COc2ccccc2[N+](=O)[O-])c1 | 5% | 8% | -8% | i | 47 | ? | -12 | 647 | 3.0 | 62 | 11% | 4%
O=C(CN1CCN(c2ccc(C(F)(F)F)cn2)CC1)NCc1ccc2c(c1)OCO2 | 2% | 9% | -8% | i | 38 | -0.2% | -6 | 715 | -0.4 | 41 | 9% | 9%
CC(C)c1ccc(NC(=O)C2CCN(S(=O)(=O)c3ccc4c(c3)C(C)(C)C(=O)N4C)CC2)cc1 | 6% | . | -9% | i | 30 | -0.1% | 5 | 786 | -3.5 | 56 | 6% | 7%
Cn1c(NCc2ccco2)nc2ccccc21 | -12% | -1% | -7% | i | 40 | -0.2% | -7 | 728 | -0.1 | 55 | 3% | 10%
CCC1CCCCN1CCCNC(=O)Cn1cc2c(n1)-c1c(oc(C(=O)N3CCCC3)c1C)CC2 (stereo not given) | -1% | 8% | -7% | i | 12 | -0.2% | -3 | 630 | -0.7 | 63 | 5% | -23%
COC(=O)c1cccc(-n2nnnc2SCC(=O)Nc2nc3c(s2)CCCC3)c1 | -9% | 3% | -1% | i | 27 | 0.0% | -4 | 751 | 3.4 | 28 | 10% | 5%
CC[C@H](C)[C@@H](NC(=O)O[C@@H]1C(=O)c2cc(Br)ccc2O[C@H]1c1ccc2c(c1)OCO2)C(=O)OC | -2% | 4% | 7% | . | . | -0.1% | -2 | 772 | . | . | . | -4%
COc1ccc(NC(=O)COc2ccc(CNCCCN3CCOCC3)cc2OC)cc1 | -2% | 16% | -3% | i | 18 | -0.1% | . | . | 0.2 | 54 | 4% | 5%
Cc1ccc(OCC(=O)Nc2ccccc2C(=O)N2CCCCC2)cc1 | -12% | 8% | -6% | i | 72 | 0.0% | -4 | 636 | 0.2 | 62 | 10% | -1%
CN(CC(=O)NC(=O)NCc1ccccc1)Cc1cccc(Cl)c1Cl | 6% | 3% | 4% | i | 40 | 1.0% | -64 | 697 | 2.4 | 73 | 10% | 9%
COc1ccc(CNC(=O)c2ccc(CS(=O)(=O)c3ccccc3C)o2)cc1 | 0% | 5% | -9% | i | 31 | -0.1% | -11 | 635 | 0.3 | 78 | 3% | 2%
CCOCCCNC(=O)c1c[nH]c2cc(C)ccc2c1=O | -6% | -2% | 4% | i | 48 | 0.3% | . | . | -1.0 | 90 | 4% | -8%
COc1cccc(NC(=O)COC(=O)c2ccccc2C(=O)N2CCN(c3ccccc3)CC2)c1 | -6% | 7% | 2% | i | 35 | -0.6% | 3 | 712 | 0.8 | 58 | -6% | 5%
COc1ccc(-c2ccc(C(c3c(C)[nH][nH]c3=O)c3c(C)[nH][nH]c3=O)o2)c([N+](=O)[O-])c1 | -11% | 15% | 0% | . | . | -0.1% | -3 | 654 | 0.8 | 32 | 11% | 22%
Cc1cc(C)c2nc(NCCCNC(=S)NCCCN(C)C)c(C#N)cc2c1 | -1% | 4% | -16% | i | 53 | 1.2% | -86 | 561 | 4.0 | 34 | 21% | 29%
O=C1CC(C(=O)Nc2ccccc2)N=C(N2CCOCC2)N1 (stereo not given) | -3% | 4% | -11% | i | 10 | -0.2% | 19 | 727 | -1.0 | 79 | -1% | 1%
Cc1ccc2c(c1)c1c(n2CC(O)CN2C(=O)CNC2=O)C(=O)CCC1 (stereo not given) | -5% | 9% | -5% | i | 39 | 0.2% | . | . | -0.6 | 83 | 7% | 1%
CN1CCN(c2ccccc2NC(=O)c2ccc(-c3ccccc3[N+](=O)[O-])o2)CC1 | -6% | 22% | -2% | i | 51 | -0.1% | 4 | 795 | 4.9 | 67 | 10% | -25%
Cc1ccc(SCC(=O)Nc2ccc(S(N)(=O)=O)cc2)cc1 | 10% | 5% | -8% | i | 31 | 0.6% | 2 | 737 | -0.8 | 32 | 3% | 0%
SMILES | GPR35 arrestin U2OS | Large T inhibition | LYP phosphatase | T cell HTS | T cell HTS vesicle-bound % | GPR55 beta-arrestin | Lipid droplet | Lipid droplet cells 6.5 µM | NTR1 ag | NTR1 ag cell count 20 µM | MgcRacGAP inhibition | GPR55 LPI antagonism
CCc1ccc(OC(C)C(=O)Nc2ccc(S(=O)(=O)Nc3nccs3)cc2)cc1 (stereo not given) | -5% | 7% | -9% | i | 17 | -0.1% | 3 | 730 | 1.5 | 48 | -3% | -20%
O=C(O)[C@@H](O)c1ccccc1 | 6% | 6% | 3% | i | 26 | -0.5% | 6 | 692 | 4.6 | 59 | 6% | 4%
COc1ccc(NC(=O)CN2CCN(CC#N)CC2)cc1 | 12% | 10% | -2% | i | 53 | -0.1% | 1 | 747 | 0.3 | 58 | 6% | 8%
Cc1c(C(=O)Nc2c(C)n(C)n(-c3ccccc3)c2=O)oc2ccccc12 | -10% | -3% | -4% | i | 40 | 0.6% | 3 | 702 | 1.5 | 71 | 5% | 4%
C/[N+]([O-])=C\c1ccc([N+](=O)[O-])o1 | 2% | 3% | -7% | i | 49 | -0.3% | 16 | 669 | 0.2 | 79 | 0% | 3%
Cc1ccc2c(c1)-c1c(cnn1CC(=O)O)CO2 | 10% | 10% | -11% | i | 40 | -0.1% | . | . | 1.2 | 50 | 7% | -8%
CCn1cc(C(=O)O)c(=O)c2cc(F)c(N3CCN(C(=S)NC(=O)c4ccccc4)CC3)cc21 | -2% | 12% | -4% | i | 36 | -0.1% | -12 | 656 | -1.8 | 60 | 11% | -6%
O=C(NC1CCNCC1)C1CC1 | 1% | . | -10% | i | 4 | 0.0% | 36 | 750 | -0.7 | 35 | 2% | 12%
OCCSc1nc(-c2cccnc2)nc2ccccc12 | 12% | 6% | -8% | i | 13 | -0.2% | . | . | 1.2 | 86 | 10% | -3%
Cc1ccc(S(=O)(=O)NNC2=NCCCCC2)cc1 | -8% | 4% | -8% | i | 57 | -0.1% | 1 | 702 | 0.2 | 26 | 11% | -3%
Cc1ccccc1NC(=O)NCc1ccc2c(c1)OCO2 | 12% | 4% | -5% | i | 54 | -0.1% | -1 | 664 | -1.4 | 96 | 4% | -4%
NC(=O)[C@@H]1CCCNc2c(I)cc([N+](=O)[O-])cc2C(=O)N[C@@H](CO)C(=O)NCC(=O)N1 | 11% | 15% | -1% | i | 4 | -0.1% | -2 | 703 | 2.9 | 95 | . | 3%
O=C(COC(=O)/C=C/c1ccc(F)cc1)Nc1ccc(Cl)cn1 | 1% | 12% | -3% | i | 52 | 0.2% | 8 | 665 | -1.1 | 87 | -1% | 14%
O=S(=O)(NCc1cn2ccsc2n1)c1ccc(Oc2ccccc2)cc1 | 3% | 2% | 1% | i | 20 | -0.2% | . | . | 0.2 | 44 | -3% | 26%
CCC(CC)C(=O)c1c[nH]c(C(=O)N2CCN(c3ccccc3F)CC2)c1 | 10% | 26% | 0% | i | 63 | 0.9% | 7 | 695 | -0.1 | 57 | -3% | -4%
Cc1ccc2nc(C)/c(=N\O)c(C)nc2c1 | 2% | 9% | -4% | i | 16 | -0.1% | . | . | 2.0 | 68 | 16% | 8%
Cc1ccccc1C(=O)N1N=C(c2cccc(NS(C)(=O)=O)c2)CC1c1cccs1 (stereo not given) | 5% | 27% | -3% | i | 39 | 0.0% | . | . | 0.5 | 84 | 4% | 4%
COc1ccc(NC(=S)Nc2ccc(C)c(S(=O)(=O)N3CCCCC3)c2)cc1 | -12% | 11% | -6% | i | 48 | -0.3% | -22 | 594 | 1.7 | 60 | . | 5%
COCCCNC(=O)/C(C#N)=C/c1c(N2CCN(c3ccc(OC)cc3)CC2)nc2c(C)cccn2c1=O | -7% | 22% | -19% | i | 17 | -0.1% | -3 | 853 | 3.8 | 51 | 114µM* | 9%
CCCCCN(C(=O)CCC(=O)OCC(=O)N1CCC(C)CC1)c1c(N)n(CCCC)c(=O)[nH]c1=O | . | 10% | . | i | 42 | . | . | . | 2.5 | 49 | 4% | .
